# FXIIa inh: inhibitors of human coagulation factor XIIa; purified FXIIa, Boc-QGR-AMC fluorogenic substrate, 2 h; inhibition, % at 5 µM; 220,000 compounds, 0.3% hits; AID 800; in the data active = inhibition above about 40%;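 also: 0% = enzyme with no compound and 100% = blank without enzyme; many of its hits are not listed in these tables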
# Rad51 HR inh: Rad51 (human) homologous recombination inhibition; 200,000 compounds, 0.085% hits; hRad51 DNA strand exchange, fluorescence dequenching; Q06609; inhibition, % at 10 µM;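 active = inhibition above 40% at the single screening dose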;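 also: 0% = DMSO control wells and 100% = blanks with heterologous ssDNA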
#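 Material: hRad51 filaments on single-stranded DNA; Reagent: Donor/quencher-labelled 47-bp dsDNA substrate; Compound: 10 µM final, single point; Schedule: 37 °C 15-min filament assembly, 30-min compound preincubation, 15-min exchange; Technique: FRET fluorescence, excitation 485 nm, emission 520 nm; Benchmarks: control wells and blank wells on each plate.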
# FXIa inh: inhibitors of human coagulation factor XIa; P03951; purified FXIa, Boc-Glu-Ala-Arg-AMC fluorogenic substrate; inhibition, % at 5 µM; 220,000 compounds, 0.14% hits;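 active = inhibition of at least 40%; inactive = inhibition below 40%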;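 also: fluorescence of freed AMC excited at 355 nm; 0% = enzyme without compound and 100% = no enzyme blank; many of its hits are not listed in these tables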
# Furin inh: human furin inhibition | P09958 | purified furin, fluorogenic substrate cleavage | inhibition, % at 30 µM | 220,000 compounds, 0.061% hits; in the data active = inhibition above about 25%; also: inactives centre near -15
# PERK inh: human PERK inhibition, primary cell-based screen. Q9NZJ5. CHO PERK-DD fusion, SEAP luminescence translation reporter. inhibition, % at 5.6 µM. 220,000 compounds, 0.17% hits;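 active = inhibition above the mean inhibition of all tested compounds plus 3 SD, set separately per screening campaign, cut at about 2.9% in these data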;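 also: PERK kinase domain activated by AP20187 dimerizer at 100 nM; 0% = DMSO with dimerizer and 100% = rapamycin at 8.4 µM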
# Target sequence (Q9NZJ5 whole entry, looked up, the tested form may be a part): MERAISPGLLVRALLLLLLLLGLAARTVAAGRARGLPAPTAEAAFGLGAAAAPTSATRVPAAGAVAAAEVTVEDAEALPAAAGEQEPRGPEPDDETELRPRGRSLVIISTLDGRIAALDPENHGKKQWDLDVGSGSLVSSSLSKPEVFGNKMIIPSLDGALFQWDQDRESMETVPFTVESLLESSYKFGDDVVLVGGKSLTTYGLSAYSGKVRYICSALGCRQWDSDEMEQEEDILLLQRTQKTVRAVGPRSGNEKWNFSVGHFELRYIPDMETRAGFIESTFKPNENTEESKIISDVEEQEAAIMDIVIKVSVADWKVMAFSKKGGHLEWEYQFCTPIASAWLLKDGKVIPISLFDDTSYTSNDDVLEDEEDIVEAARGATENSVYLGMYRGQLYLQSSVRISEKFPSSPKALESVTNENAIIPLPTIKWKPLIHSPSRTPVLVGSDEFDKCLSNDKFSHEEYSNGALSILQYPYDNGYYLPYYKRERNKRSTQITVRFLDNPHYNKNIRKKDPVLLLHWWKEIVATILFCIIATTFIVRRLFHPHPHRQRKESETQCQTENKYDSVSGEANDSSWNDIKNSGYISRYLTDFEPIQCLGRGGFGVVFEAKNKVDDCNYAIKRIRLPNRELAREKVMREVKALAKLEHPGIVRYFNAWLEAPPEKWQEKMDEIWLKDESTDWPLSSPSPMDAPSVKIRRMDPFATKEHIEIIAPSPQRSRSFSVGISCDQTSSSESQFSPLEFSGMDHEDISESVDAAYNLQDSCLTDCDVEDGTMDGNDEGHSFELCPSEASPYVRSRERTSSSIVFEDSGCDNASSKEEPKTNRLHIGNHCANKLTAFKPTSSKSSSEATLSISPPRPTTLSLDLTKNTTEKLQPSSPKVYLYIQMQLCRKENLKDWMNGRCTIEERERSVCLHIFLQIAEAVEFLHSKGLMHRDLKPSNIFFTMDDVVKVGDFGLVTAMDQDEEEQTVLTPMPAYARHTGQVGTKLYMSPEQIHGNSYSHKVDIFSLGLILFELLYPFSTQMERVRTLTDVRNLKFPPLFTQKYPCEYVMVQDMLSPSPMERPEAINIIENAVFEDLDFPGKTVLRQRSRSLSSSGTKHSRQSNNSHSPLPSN
# Calpain2 inh: calpain II (pig) inhibition; inhibition, % at 16 µM; purified calpain II, fluorogenic peptide substrate, 30 min; AID 1236; 220,000 compounds, 0.37% hits;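 active = inhibition above about 50%, limit read from the data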
# hK5 inh: inhibitors of human kallikrein 5. Q9Y337. inhibition, % at 5 µM. recombinant hK5, fluorogenic AMC substrate cleavage. 210,000 compounds, 0.59% hits. AID 873;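 active = inhibition of 40% or more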;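 also: 0% = enzyme controls without compound and 100% = no-enzyme blanks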
# Thrombin inh: thrombin (human) inhibition. inhibition, % at 5 µM. alpha-thrombin, Boc-VPR-AMC fluorogenic substrate cleavage. P00734. 220,000 compounds, 0.26% hits;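 active = inhibition at or above 40%; inactive = inhibition below 40%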;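 also: 0% = enzyme with no compound and 100% = wells without enzyme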
#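 Test system: human alpha-thrombin; medium: pH 7.5 Tris-saline with Tween 20; times: reaction at room temperature; signal: AMC fluorescence at 355 nm excitation and 460 nm emission; also added: Boc-VPR-AMC substrate, 15 µM final; dosing: one concentration per compound, 5 µM, with 0.2% DMSO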
# KCC2 mod: KCC2 (human) Cl- transport modulation; KCC2 cells, thallium flux FluoZin-2 fluorescence; B-score of Tl+ flux slope (higher = more flux/activation; lower = inhibition) at 10 µM; Q9H2X9; 190,000 compounds, 2.2% hits; AID 1456;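 active = thallium flux slope and its plate-corrected score both differing from the plate sample mean at a set confidence after two filtering rounds, in either direction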;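 also: slope of fluorescence scaled to starting intensity during 10 to 20 s after thallium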
# * marks the source's active call; other numbers are inactive results; i = inactive; x = no result given; [ ] = dose if it differs, or a comment. This is a subset; rates above refer to the full screens.
SMILES,FXIIa inh,Rad51 HR inh,FXIa inh,Furin inh,PERK inh,Calpain2 inh,hK5 inh,Thrombin inh,KCC2 mod
O=C(O)CCCN1C(=O)C2C3CCC(O3)C2C1=O (stereo not drawn),8,x,-3,-9,0.3,-10,-1,-3,0.43
O=C(CN(C(=O)c1cc2c(s1)CCC2)C1CCCC1)NCc1cccs1,12,7,0,-9,-0.8,27,4,-4,-1.6
O=C(c1cccc(C(F)(F)F)c1)N1CCCC1,10,0,-6,-22[20 µM],0.6,-4,-4,-6,-0.098
O=C(NNC(=O)C(c1ccccc1)c1ccccc1)c1cccs1,25,-5,19,-9[20 µM],0.5,26,56*,104*,x
O=C(c1sccc1Cl)N1CCN(Cc2ccc3c(c2)OCO3)CC1,8,8,4,-12,2.1,8,-3,-2,-0.38
C/C(=N\NC(=S)NC1CCCCC1)c1ccc(C#N)cc1,5,5,2,-8,-0.6,28,-11,-5,2.1
CN(C)c1ccc(CNc2nc(-c3ccccc3)nn2S(C)(=O)=O)cc1,3,9,-8,-13,0.5,19,-12,-7,-1.3
CN(C)S(=O)(=O)c1ccc(N2CCCC2)c(C(=O)NCC2CCCCC2)c1,-3,1,-6,-13,1.2,10,-5,-19,-0.1
CC(=O)NC1C(OCc2ccccc2)OC(COC(C)=O)C(OC(C)=O)C1OC(C)=O (stereo not drawn),0,2,-3,-2,0.3,9,-20,-12,0.52
CCOc1ccc(/C=N/n2cc(-c3ccccc3)[nH]c2=S)cc1,x,-7,26,-6,-0.4,-15,28,31,28*
Cc1ccc(CNC(=O)c2cccc(-n3cnnn3)c2)cc1,10,-5,1,-18,0.6,-29,-11,2,-0.28
COc1cc(C2=NOC(C(=O)Nc3ccc(C(C)=O)cc3)C2)cc(OC)c1OC (stereo not drawn),8,5,2,-19,0.5,-29,1,4,0.93
CCOC(=O)N1CCC(NC(=O)C2CCN(c3ccc(N4CCOCC4)nn3)CC2)CC1,-14,-3,-19,-21,0.5,x,-24,-1,0.53
COc1ccccc1NS(=O)(=O)c1cccc(NC(=O)c2sc3ccccc3c2Cl)c1,10,x,-3,-30,-0.1,-30,12,-6,-0.074
O=C(CC1SCCNC1=O)Nc1ccc(F)c(Cl)c1 (stereo not drawn),6,-2,-4,-28,1.3,-10,-2,-5,-0.02
CCN(Cc1ccccc1)C(=O)COC(=O)CNS(=O)(=O)c1ccc(C)cc1,3,3,-1,-27,0.3,5,-8,0,0.72
O=S(=O)(/C=C/c1ccccc1)N1CCN(c2nc(-c3cccnc3)nc3ccccc23)CC1,-1,1,-5,-14,0.2,-129,-10,-5,-0.85
O=C(NCc1ccc(Cl)cc1)C(=O)c1c[nH]c2ccccc12,-1,8,-5,-22,0.5,20,-8,-1,0.29
O/N=C/c1cc(Cl)ccc1OCc1cccc2ccccc12,13,-11,-1,-17[20 µM],0.7,11,7,5,0.12
CC(=O)NCCc1cc2ccc(C)cc2[nH]c1=O,9,x,1,-18,-0.2,-3,-29,3,-0.96
Cc1ccc(Nc2cc(=O)[nH]c(=O)[nH]2)c(C)c1,10,x,1,-20,1.3,2,-12,-2,x
COc1ccc(-c2csc(N(CCc3ccc(OC)c(OC)c3)C(=O)COc3ccccc3)n2)cc1,6,-2,-9,-14[20 µM],-0.9,24,13,-4,x
Cc1cc(N=Nc2ccccc2C(=O)O)c(C)c(C)c1O,11,x,9,9,-0.4,43,18,24,-1.3
N#C/C(=C\c1c(F)cccc1Cl)S(=O)(=O)c1ccccn1,2,-4,-12,-28,0.5,-7,14,-4,-0.0026
O=S1(=O)N=C(Nc2ccc(O)c(CN3CCCCC3)c2)c2ccccc21,10,5,-10,-20,1.0,-31,-4,1,0.36
SMILES,FXIIa inh,Rad51 HR inh,FXIa inh,Furin inh,PERK inh,Calpain2 inh,hK5 inh,Thrombin inh,KCC2 mod
COc1ccc(CC(=O)OCc2nnc(-c3ccccc3)o2)cc1,6,-10,2,-8,0.8,9,7,-5,0.0086
CCOC(=O)c1c(C)oc(/N=C/c2ccccc2O)c1C#N,13,0,2,-26,1.8,-4,14,1,-0.81
CC(C)C(=O)NN(C(=O)c1ccccc1)c1ccccc1,-3,24,-8,-14,1.3,-7,-16,0,0.14
CCOC(=O)c1c(/N=C/N(C)C)sc(/C=N/Nc2ccccc2)c1-c1ccc(Cl)cc1,20,-77,19,5,0.0,22,-13,-8,-0.016
O=C(Nc1ccc2oc(-c3ccncc3)nc2c1)c1ccccc1F,11,-6,-8,-15,-0.9,-440,-15,-6,x
N#Cc1ccc(S(=O)(=O)N2CCCN(c3nc4ccc(Cl)cc4s3)CC2)cc1,1,1,1,-12,0.6,3,-3,-6,x
CC1CCCCN1CCCn1c(=S)[nH]c2ccccc2c1=O (stereo not drawn),-5,2,-5,-11[20 µM],-0.8,-11,1,-5,x
CCS(=O)(=O)Nc1ccc2[nH]c(=O)[nH]c2c1,5,-6,-6,-12,1.4,15,-7,-3,0.35
Cc1ccnc(N2CCC(C(=O)Nc3ccc4c(c3)OCO4)CC2)n1,-4,-31,11,-18,1.1,11,-4,-6,-1.1
COc1cc(C(=O)NNC(=O)Nc2ccc([N+](=O)[O-])cc2)cc(OC)c1OC,0,-3,7,-8,0.2,-4,-21,2,0.9
COc1ccc(N=C/C=C2/C=C(c3ccccc3)OC(C)(C)O2)cc1,9,-4,0,-3,0.0,-27,0,-6,-0.35
O=C(/C=C/c1ccc(Cl)cc1)NC1CC2CCC1C2 (stereo not drawn),14,-30,2,-21,0.3,-11,3,0,-0.24
COc1ccc(N2CCN(C(=O)CCc3nc(-c4ccc(C)cc4)no3)CC2)cc1,-5,-4,-6,-20[20 µM],-0.2,-5,-15,-3,1.3
CCn1c(SCC(=O)Nc2ccc3c(c2)OCO3)nnc1-c1cnccn1,8,-6,4,11[20 µM],-0.4,12,17,-2,-0.52
COC(=O)c1c(NC(=O)COC(=O)CNC(=O)C2CCCCC2)sc(C)c1C,14,0,8,2,1.1,-9,-20,3,x
COc1ccc(C(=O)Cc2ccc(OC)c(OC)c2)cc1,12,5,0,-16[20 µM],-1.5,-14,1,-2,-0.78
COc1ccc(-n2nc(C(=O)NCC(=O)NCC3CCCO3)c3ccccc3c2=O)c(OC)c1 (stereo not drawn),3,0,1,-12,0.3,-2,-3,-5,x
O=C(N/N=C/c1ccc(F)cc1)c1cc(-c2ccco2)nc2ccccc12,11,x,4,-19[20 µM],0.3,i,-47,-4,-0.4
OC1C[N+]2(CCCCC2)C1,3,2,3,-18[20 µM],1.2,-32,4,-7,-0.46
CCCCN(C(=O)CNC(=O)c1ccco1)C(C(=O)NC1CCCC1)c1ccc(OC)cc1 (stereo not drawn),1,1,0,-3[20 µM],-0.4,-37,-29,-8,0.3
CCOC(=O)C(=O)N1CCN(c2ccccc2OC)CC1,2,-67,-4,-23,2.8,2,-8,4,0.98
Cc1[nH][nH]c(=O)c1C(c1ccc(O)c([N+](=O)[O-])c1)c1c(C)[nH][nH]c1=O,12,-8,16,-11,0.4,34,25,14,0.93
O=C(N/N=C/c1cccc([N+](=O)[O-])c1)c1ccc2c(c1)OCCO2,12,-1,16,-14[20 µM],1.8,16,1,2,-0.12
CCN1CCN(C(=S)c2ccc(OC)cc2)CC1,-9,-5,-8,-11,0.5,29,-30,-2,-0.014
Cc1cc(-c2cccnc2)c(C#N)c(SCC#N)n1,13,-2,3,-26[20 µM],-0.1,-10,-8,-7,x
SMILES,FXIIa inh,Rad51 HR inh,FXIa inh,Furin inh,PERK inh,Calpain2 inh,hK5 inh,Thrombin inh,KCC2 mod
CCN(c1ccccc1)S(=O)(=O)c1ccc(C(=O)NCCCn2ccnc2)cc1,-7,1,-3,-25,1.2,-8,-6,-18,0.44
N#CC(C#N)=c1ccc2c(c1)NC1(CCCCC1)N=2,9,-1,5,-6,-1.2,-8,3,-3,-0.72
CC(=O)Nc1ccc(NC(=O)/C=C/c2cccc(C(F)(F)F)c2)cc1,14,-1,8,-11,1.0,-27,-13,-2,-1.1
CC(C)[C@H](NC(N)=O)C(=O)NCCc1ccc(Cl)cc1Cl,1,-15,-2,-21,1.7,21,-13,1,0.14
CC1C2(C)OCC(C#N)(C(=N)O2)C1(C#N)C#N (stereo not drawn),5,-13,-1,-15,-0.2,-119,-4,-2,x
COc1ccccc1-n1c(SCC(N)=O)nnc1-c1ccccc1,19,-3,10,14[20 µM],0.2,-8,26,21,0.013
Cc1nc(Oc2ccc(Cl)cc2)c2oc3ccccc3c2n1,17,-4,-1,-11[20 µM],1.2,14,-14,0,x
Cn1nnnc1SCc1c(F)cccc1F,2,1,-2,-28,0.1,-1,-7,-4,0.33
CCN1CCN(c2cc(C)c3cc(NC(=O)c4cc(OC)cc(OC)c4)ccc3n2)CC1,17,17,3,-6,-0.2,10,2,4,0.062
COc1ccccc1/C=C/C(=O)OCC(=O)NNC(=O)c1ccccc1,16,10,6,-18,1.0,-27,-13,0,-0.61
COc1ccc(C(=O)NCCC2=CCCCC2)cc1OC,17,-3,3,-6[20 µM],-0.1,25,-3,4,0.02
O=C(NCc1ccco1)C(=O)NCC1OCCN1S(=O)(=O)c1ccccc1 (stereo not drawn),1,-1,-4,-2,0.1,-10,-16,-4,-0.78
O=C(c1ccc2c(c1)N(Cc1ccccc1)C(=O)CS2)N1CCOCC1,16,-7,3,-20,-0.7,0,7,2,1.8
CN(C)S(=O)(=O)c1ccc(NCC2COc3ccccc3O2)c([N+](=O)[O-])c1 (stereo not drawn),12,4,4,-24,1.1,13,-1,0,0.66
CCCOc1ccc(C(=O)CCN2CCCCC2)cc1,14,-4,-6,-29,-0.8,-25,-7,-2,0.13
CCNC(=O)CC1C(=O)N(c2cccc(OC)c2)C(=O)N1CCOC (stereo not drawn),17,-7,3,-27[20 µM],-1.0,3,-16,-1,0.82
CN1/C(=C\C=N\NC(=O)c2ccccc2Br)C(C)(C)c2ccccc21,1,23,1,10,-0.1,22,-4,-1,-1.9
CC(C)(C)OC(=O)N/N=C\C=C\c1ccc2c(c1)OCO2,4,-7,2,8,-0.1,1,-20,-3,-0.42
COc1ccc(CCNC(=O)C2CC(c3ccccc3F)=NO2)cc1 (stereo not drawn),3,4,-3,-29,x,2,-2,-7,-0.33
O=C(c1ccco1)N1N=C(c2ccccc2)CC1c1ccc2nccnc2c1 (stereo not drawn),8,x,1,-9,-0.8,-14,0,-7,1.7
Cc1cc(=O)n2nc(N3CCCC3C(=O)NCCCN3CC(C)CC(C)C3)sc2n1 (stereo not drawn),7,-4,-8,-26,1.5,10,0,-2,0.76

# Ordered by count of non-hydrogen atoms (lowest first): some entries from above
SMILES,FXIIa inh,Rad51 HR inh,FXIa inh,Furin inh,PERK inh,Calpain2 inh,hK5 inh,Thrombin inh,KCC2 mod
CC1C2(C)OCC(C#N)(C(=N)O2)C1(C#N)C#N (stereo not drawn),5,-13,-1,-15,-0.2,-119,-4,-2,x
CCCOc1ccc(C(=O)CCN2CCCCC2)cc1,14,-4,-6,-29,-0.8,-25,-7,-2,0.13
CC(C)(C)OC(=O)N/N=C\C=C\c1ccc2c(c1)OCO2,4,-7,2,8,-0.1,1,-20,-3,-0.42
CCNC(=O)CC1C(=O)N(c2cccc(OC)c2)C(=O)N1CCOC (stereo not drawn),17,-7,3,-27[20 µM],-1.0,3,-16,-1,0.82
Cc1cc(=O)n2nc(N3CCCC3C(=O)NCCCN3CC(C)CC(C)C3)sc2n1 (stereo not drawn),7,-4,-8,-26,1.5,10,0,-2,0.76
